# Mdm2 MdmX PPI: inhibitors of human Mdm2/MdmX interaction; AID 485346; SaOS-2 split-luciferase Mdm2/MdmX complementation, luminescence; inhibition, % at 8 µM; 330,000 compounds, 3% hits; O15151+Q00987;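 active = inhibition of at least 50% at 8 µM in the primary screen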
# APJ agonist: agonists of human APJ apelin receptor; activation, % at 20 µM; P35414; CHO-K1 APJ PathHunter beta-arrestin, luminescence; 0% DMSO wells, 100% apelin; 330,000 compounds, 0.11% hits;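 active = activation more than six SD over the plate average, tested at 20 µM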;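 also: 0% = DMSO alone and 100% = apelin-13 at 10 nM; some results filed as inactive read as strong as hits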
# Target sequence (P35414 whole entry, looked up): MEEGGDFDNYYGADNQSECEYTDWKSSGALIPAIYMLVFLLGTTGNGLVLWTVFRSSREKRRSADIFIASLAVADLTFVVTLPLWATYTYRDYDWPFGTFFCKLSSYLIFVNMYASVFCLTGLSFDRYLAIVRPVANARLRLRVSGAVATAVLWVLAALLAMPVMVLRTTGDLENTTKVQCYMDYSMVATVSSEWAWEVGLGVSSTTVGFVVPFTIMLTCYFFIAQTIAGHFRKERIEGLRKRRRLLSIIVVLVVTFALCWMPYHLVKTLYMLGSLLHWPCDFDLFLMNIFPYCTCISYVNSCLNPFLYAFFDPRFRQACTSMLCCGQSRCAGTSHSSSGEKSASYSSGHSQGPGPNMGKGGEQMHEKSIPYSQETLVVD
#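 Assay system – PathHunter CHO-K1 APJ (AGTRL-1) beta-arrestin reporter cells · Compound – one dose, 20 µM compound, 1% DMSO · Timing – compound 90 min 25 °C, reagent 1 h · Measured by – luminescence from split beta-galactosidase complementation, Galacton Star/Emerald II substrate · Measure – beta-arrestin recruitment to APJ as agonist activity, luminescent signal · Benchmarks – DMSO vs Apelin-13 10 nM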
# UPR XBP1 act: adaptive UPR (XBP1) activation | AID 463104 | activation, % at 20 µM | CHO-XBP1 luciferase reporter, IRE1-XBP1 UPR activation, luminescence; percent of tunicamycin response, DMSO as zero | 330,000 compounds, 0.33% hits;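 active = versus positive control, 20 µM dose yields 30% or more activation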;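 also: 100% = tunicamycin at 10 µg/mL and 0% = DMSO only wells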
#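 Material: CHO-XBP1 cells stably carrying IRE1-XBP1-driven luciferase reporter | Medium: F12 with 10% serum | Compound dosing: 20 µM single concentration, DMSO 1% | Incubation: Overnight seeding at 37 °C, 6 h compound treatment at 37 °C | Detection: Steady-Glo luminescence read | Read-out basis: % activation of reporter signal versus tunicamycin and DMSO controls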
# CHOP UPR activ: apoptotic UPR (CHOP) activation | CHO-CHOP luciferase reporter, luminescence; percent of tunicamycin response over DMSO baseline | activation, % at 10 µM | 330,000 compounds, 0.34% hits;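 active = at 10 µM dose, activation of 40% or more, normalized to positive control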;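 also: 100% = tunicamycin at 10 µg/mL and 0% = DMSO alone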
#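 Material: CHO-CHOP cells, stable luciferase reporter of PERK-eIF2a-CHOP signalling; quantity: 500 reporter cells seeded per well; buffer or medium: F12 medium containing 10% fetal bovine serum; compound: one dose, 10 µM in 0.5% DMSO; incubation: 6 h compound treatment, 37 °C; measured by: Steady-Glo luciferase luminescence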
# CXCR6 block: CXCR6 (human) receptor inhibition. O00574. CHO-K1 PathHunter CXCR6 beta-arrestin, luminescence. inhibition, % at 20 µM. 360,000 compounds, 0.36% hits. AID 602244; in the data active = inhibition above about 34%, passing the limit was not always enough;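 also: antagonist mode with CXCL16 agonist at 10 nM final; 0% = 10 nM CXCL16 with DMSO and 100% = unstimulated wells without agonist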
# Target sequence (O00574 whole entry, looked up): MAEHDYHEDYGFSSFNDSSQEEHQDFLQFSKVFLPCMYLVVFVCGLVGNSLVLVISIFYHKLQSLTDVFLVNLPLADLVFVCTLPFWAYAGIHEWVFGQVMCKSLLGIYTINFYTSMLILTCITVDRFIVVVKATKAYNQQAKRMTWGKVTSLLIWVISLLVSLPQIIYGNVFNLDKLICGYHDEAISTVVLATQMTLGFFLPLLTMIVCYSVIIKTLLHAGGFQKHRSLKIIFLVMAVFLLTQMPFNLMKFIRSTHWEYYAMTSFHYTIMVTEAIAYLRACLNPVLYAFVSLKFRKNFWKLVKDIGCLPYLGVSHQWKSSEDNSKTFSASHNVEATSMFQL
# tim23-1 inh: tim23-1 yeast growth inhibition; S. cerevisiae tim23-1 growth, BacTiter-Glo luminescence, 24 h; inhibition, % at 20 µM; 330,000 compounds, 1.3% hits; AID 463212;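 active = growth inhibition of the mutant yeast at or above 50%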;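 also: temperature-sensitive mutant grown at 25 °C; plate controls were DMSO-treated mutant yeast for no effect and medium wells lacking yeast for full effect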
# APJ antagonist: APJ receptor antagonism; P35414; CHO-K1 APJ beta-arrestin complementation, luminescence; inhibition, % at 20 µM; 330,000 compounds, 0.32% hits; AID 2521;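 active = inhibition above about 40% at 20 µM, limit read from the data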;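 also: cells challenged with 10 nM apelin-13 agonist together with compound; plate controls were apelin-13 plus DMSO wells for no effect and DMSO wells lacking apelin-13 for full effect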
# TIM10 inh: growth inhibitors of TIM10 yeast strain; 330,000 compounds, 1.4% hits; inhibition, % at 10 µM; S. cerevisiae TIM10 strain growth, BacTiter-Glo luminescence, 24 h;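 active = inhibition of 40% or more at the single tested concentration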;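 also: wild-type TIM10 isogenic control strain grown at permissive 25 °C; 0% = DMSO yeast wells and 100% = minimal medium wells without yeast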
# tim10-1 inh: tim10-1 yeast growth inhibition; S. cerevisiae tim10-1 ts strain growth, BacTiter-Glo, 24 h; inhibition, % at 20 µM; 330,000 compounds, 2.2% hits; AID 463190;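 active = inhibition of at least 40%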;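 also: mutant grown at 25 °C; 0% = DMSO wells with yeast and 100% = wells holding no yeast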
# Starred values were filed as active, the others as inactive; . = no result given.
SMILES,Mdm2 MdmX PPI,APJ agonist,UPR XBP1 act,CHOP UPR activ,CXCR6 block,tim23-1 inh,APJ antagonist,TIM10 inh,tim10-1 inh
Cc1cc(C)n(-c2ccc(C(=O)Nc3cc(S(=O)(=O)N(C)C)ccc3Cl)cc2)n1,12,-3,-2,2.8,-3,0,-2,-2,4
CCOC(=O)Cc1csc(NC(=O)C2CCCN(S(=O)(=O)c3cnc[nH]3)C2)n1 (stereo not given),26,-4,1,0.4,-4,-11,-1,-1,-26
Cc1ccc(NC(=O)c2cc(S(=O)(=O)c3ccccc3)ccc2Cl)cc1,7,0,-5,0.4,2,13,6,11,20
Cc1nn2c(N)csc2nc1=O,8,-3,-1,0.0,.,17,2,13,15
CCn1c(Cc2ccccc2)nnc1SCC(=O)Nc1ccccc1O,10,-2,-1,0.1,-4,-5,-1,-13,-2
CC(Nc1nc(-c2ccc(F)cc2)cs1)c1nc2cc(Cl)c(Cl)cc2n1CCOCCO (stereo not given),30,3,-1,-1.3,3,16,3,7,10
Cn1c(=O)c(C(=O)c2ccccc2)nc2ccccc21,6,0,1,0.7,-7,10,0,-1,5
Cc1ncc(N=Nc2ccc(F)cc2)c(-c2ccc(Cl)cc2)n1,32,-2,5,-2.6,3,-1,17,-11,13
CC(C)COC(=O)c1ccccc1N1C(=O)C2C3CCC(C3)C2C1=O (stereo not given),-4,-3,0,1.6,8,10,-1,-8,-3
CC(C)c1ccc(S(=O)(=O)N(C)C2(C)CCS(=O)(=O)C2)cc1 (stereo not given),3,-1,-2,0.6,-4,14,-11,2,14
O=C(CCNC(=O)c1ccccc1)NN=Cc1ccc(Br)o1,5,-2,-4,-0.2,2,-1,-7,6,-7
O=C(NCc1cc(C(F)(F)F)ccc1F)C1CCC(=O)N(C2CCCCCC2)C1 (stereo not given),12,2,-2,0.6,0,-2,18,-1,-3
Cc1ccc(/C(O)=C2/C(=O)C(=O)N(Cc3ccco3)C2c2cccs2)cc1 (stereo not given),-18,-1,4,2.2,3,-2,-12,-2,8
Cn1ncc(-c2ccno2)c1C(=O)O,21,-4,-1,1.2,-4,4,23,17,-14
COc1ccc(OC)c(NC(=O)CN(Cc2ccc(F)cc2)C2CCCCC2)c1,52*,1,0,13,8,13,5,16,-20
O=C(Nc1ccc(F)cc1)c1nc2c(nnn2Cc2cccc3ccccc23)c(=O)[nH]1,17,-1,1,0.1,9,-6,6,-29,0
Cc1ccc(CN2C(=O)CCC2C(=O)NCc2cccnc2)cc1 (stereo not given),-10,-3,0,-1.5,6,-1,2,-5,13
COc1ccc(NC(=O)N2CCCC(C(=O)NC(C)C)C2)cc1 (stereo not given),6,-2,1,4.2,-7,4,7,-5,-2
O=C(O)CCCCCN1C(=O)c2ccc(C(=O)O)cc2C1=O,16,-1,-3,-0.1,-10,10,-11,15,14
C/C=C/C(=O)OCC(=O)Nc1cccc(F)c1,14,-4,0,0.9,6,1,2,-7,-7
CC(=O)C1C(c2ccccc2)c2c(noc2C)CC1(C)O (stereo not given),-1,1,3,3.4,0,-4,8,3,-11
CN(c1ccccc1)S(=O)(=O)c1ccc(Cl)c(C(=O)Nc2ccc(-c3nc4ccccc4[nH]3)cc2)c1,29,2,3,7.2,-2,10,7,9,3
COc1cc2[nH]c(=O)n(CCC(=O)NCCCN3CCN(c4ccccc4F)CC3)c(=O)c2cc1OC,-2,0,-2,0.0,-7,13,14,-11,-3
COc1ccc(CCN(C)C/C=C/c2ccccc2[N+](=O)[O-])cc1OC,11,-4,-2,-0.6,11,8,-23,-10,-3
COc1cccc(C2CC(c3ccc(Cl)cc3Cl)n3nc(N)nc3N2)c1 (stereo not given),-26,-1,0,-1.7,-5,6,-2,-9,4
Cc1ccc(NC(=O)O/N=C2\CCCCC2c2ccc([N+](=O)[O-])cc2[N+](=O)[O-])cc1 (stereo not given),-22,6,-3,1.6,6,31,-57,12,21
O=C(Nc1cccc(F)c1)Nc1ccc2c(c1)OCO2,-54,9,1,5.0,8,7,-24,-6,-27
Cc1ccc(NC(=O)Cn2c(O)c(N=NC(=O)c3ccncc3)c3ccccc32)cc1,-17,-2,-2,20,-3,-15,3,21,-8
Cc1noc(C)c1C(=O)Nc1ccc(F)c(F)c1,-4,-1,5,1.3,-9,-15,6,-7,-21
Cc1ccc(S(=O)(=O)CC#CCOC(=O)c2ccc([N+](=O)[O-])cc2)cc1,15,-4,-1,-0.1,.,76*,-24,30,60*
Cc1oc(/N=C/c2ccc(F)cc2)c(C#N)c1C,-10,-1,-3,4.7,6,8,3,18,4
CCOC(=O)C(C)n1nc(/C=C/c2ccccc2)ccc1=O (stereo not given),23,0,0,0.2,-2,35,17,15,27
Cc1ccc(CN2CCNC(=O)C2CC(=O)N(C)CCc2cnn(C)c2)cc1 (stereo not given),2,-7,2,0.2,-3,16,3,4,7
O=c1cc(CSc2nnnn2-c2ccccc2)nc2sccn12,1,-1,-3,-0.6,0,-4,7,-1,-14
O=C(NC(=S)NC1CCCC1)c1ccccc1Br,30,5,4,3.6,-4,17,-3,25,17
Cc1cc(C(=O)N2CCN(c3ccc([N+](=O)[O-])cc3)CC2)no1,22,-2,0,0.4,-4,6,-10,7,5
COC(=O)c1ccc(NC(=O)Nc2ccc3c(c2)OCO3)cc1,-27,0,-1,2.6,2,-3,6,-14,-4
CC1(C)OC(=O)C=C(CC2NS(=O)(=O)OC3CCCCC23)O1 (stereo not given),6,-1,-3,1.2,-8,8,-2,5,5
O=C(c1ccc(S(=O)(=O)Nc2ccccc2Cl)cc1)N1CCCC1,-1,-4,-1,-1.7,-4,5,-3,4,-6
CN(c1ccccc1)S(=O)(=O)c1ccc(C(=O)NCc2cccs2)cc1,12,-3,-2,0.1,-5,4,2,-15,9
CC(C)N(C(=O)C(=O)c1cccn1-c1ccccc1C#N)C(C)C,14,1,1,-1.4,2,5,1,12,20
O=C(O)C1C2CC2CN1C(=O)c1ccc(Cl)cc1 (stereo not given),6,3,-4,-0.2,-2,14,10,-13,1
O=C(NC1CCCCCC1)C(=S)NC1CCCCC1,-103,-1,4,2.2,4,8,-15,6,0
CCCCc1ccc(NC(=S)NCc2cccs2)cc1,20,-2,-1,-0.4,-14,40,-6,40*,46*
Cn1c(NC(=O)c2ccc(Br)o2)cc(=O)n(C)c1=O,-17,2,0,0.6,1,6,9,-4,-7
COc1ccc(N2C(=O)CC(NCCNc3ccc([N+](=O)[O-])cn3)C2=O)cc1 (stereo not given),-17,0,2,0.9,-2,21,-4,4,20
COc1ccccc1CNS(=O)(=O)c1ccc(-n2cnnn2)c(OC)c1,13,-2,-4,-0.1,-7,-6,-6,-4,-14
CCN(CC)CCNC(=O)c1ccc(NC(=O)Nc2cccc3ccccc23)cc1,-19,1,2,-0.6,-2,14,-3,-10,13
CCN(CC)CCC(c1ccc(N(C)C)cc1)c1c(O)cc(OC)cc1OC (stereo not given),-1,-4,1,-2.2,-5,14,-5,20,6
O=C1c2ccccc2S(=O)(=O)c2cc(C(=O)N3CCCC3)ccc21,1,9,4,-1.4,-4,0,-15,4,5

# Entries above that have a Cl atom:
SMILES,Mdm2 MdmX PPI,APJ agonist,UPR XBP1 act,CHOP UPR activ,CXCR6 block,tim23-1 inh,APJ antagonist,TIM10 inh,tim10-1 inh
Cc1cc(C)n(-c2ccc(C(=O)Nc3cc(S(=O)(=O)N(C)C)ccc3Cl)cc2)n1,12,-3,-2,2.8,-3,0,-2,-2,4
Cc1ccc(NC(=O)c2cc(S(=O)(=O)c3ccccc3)ccc2Cl)cc1,7,0,-5,0.4,2,13,6,11,20
CC(Nc1nc(-c2ccc(F)cc2)cs1)c1nc2cc(Cl)c(Cl)cc2n1CCOCCO (stereo not given),30,3,-1,-1.3,3,16,3,7,10
Cc1ncc(N=Nc2ccc(F)cc2)c(-c2ccc(Cl)cc2)n1,32,-2,5,-2.6,3,-1,17,-11,13
CN(c1ccccc1)S(=O)(=O)c1ccc(Cl)c(C(=O)Nc2ccc(-c3nc4ccccc4[nH]3)cc2)c1,29,2,3,7.2,-2,10,7,9,3
COc1cccc(C2CC(c3ccc(Cl)cc3Cl)n3nc(N)nc3N2)c1 (stereo not given),-26,-1,0,-1.7,-5,6,-2,-9,4
O=C(c1ccc(S(=O)(=O)Nc2ccccc2Cl)cc1)N1CCCC1,-1,-4,-1,-1.7,-4,5,-3,4,-6
O=C(O)C1C2CC2CN1C(=O)c1ccc(Cl)cc1 (stereo not given),6,3,-4,-0.2,-2,14,10,-13,1

# Going on with the list.
SMILES,Mdm2 MdmX PPI,APJ agonist,UPR XBP1 act,CHOP UPR activ,CXCR6 block,tim23-1 inh,APJ antagonist,TIM10 inh,tim10-1 inh
O=C(O)/C=C/c1ccc2noc(-c3ccccc3)c2c1,-7,-2,-1,3.0,-13,20,-16,-6,14
CCCc1cc(=O)[nH]c(SCC(=O)N2C(C)CCCC2C)n1 (stereo not given),26,1,0,0.2,-9,0,8,-5,-7
C=CCn1c2c(c(=O)[nH]c1=S)CN(C(C)c1ccccc1)CN2 (stereo not given),-31,-1,1,-1.4,7,6,11,12,-8
CN(CC(=O)O)S(=O)(=O)c1ccc2[nH]c(=O)c(=O)[nH]c2c1,15,0,-1,-1.4,-7,10,-2,-21,-18
O=C(O)C1CC(c2ccc(F)cc2)=NO1 (stereo not given),12,0,-3,0.8,4,22,8,0,-4
O=C(O)C1=CCCN(CCON=C(c2ccccc2)c2ccccc2)C1,11,-2,-6,-0.4,-6,-2,-5,3,17
COC(=O)[C@@]1(Cc2ccc(F)cc2)[C@H]2c3cc(C(=O)N4CCCC4)n(CCc4ccccn4)c3C[C@H]2CN1C(=O)c1ccccc1,-37,-2,-3,-0.5,.,12,-20,16,16

# These rows are one share of the data; the hit share may differ from the screen's.
